Pol eta inh – qHTS for Inhibitors of Polymerase Eta; DNA polymerase eta (Homo sapiens), Q9Y253; recombinant Pol eta, fluorescent DNA replication assay; Potency, µM (doses to about 114 µM), inactives show at the top dose activity change, negative = inhibition, hits mostly inhibitors; 1.2% of 390,000 active; also: % is scaled to controls: 0 for no effect and ±100 for the full control effect
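Pol eta (10 nM) was preincubated with compounds for 15 min at room temperature, after which fluorescent replication substrate (50 nM final) was added to start the reaction. Fluorescence was read kinetically at 0 and 10 min.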
BAZ2B inh – qHTS Assay for Inhibitors of BAZ2B; Bromodomain adjacent to zinc finger domain protein 2B (Homo sapiens), Q9UIF8; AlphaScreen BAZ2B-H3K14Ac peptide displacement; Potency, µM (top dose mostly 114 µM), for the others: top-dose activity change, negative = inhibition, hits mostly inhibitors; 4.4% of 360,000 active; also: % is scaled to controls: 0 for no effect and ±100 for the full control effect; nearly all actives have a fitted effect of over 60% in size
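Inhibition is scored as reduced AlphaScreen emission. The BAZ2B/b-H3(5-23)K14Ac complex (50 nM each) in PBS pH 7.4, 0.01% Tween-20 meets compound (up to 110 uM) for 30 min at RT before bead addition.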
Anesthetic bind – qHTS Assay for Identification of Novel General Anesthetics. Ferritin light chain (Equus caballus), P02791. 0.074% of 350,000 active. apoferritin/1-aminoanthracene competitive binding, fluorescence. Potency, µM (doses to about 77.5 µM), inactives show top-dose activity change, negative = displacement, usual class: inhibitors; also: % is scaled to controls: 0 for no effect and ±100 for the full control effect; nearly all actives have a fitted effect of over 20% in size
Target sequence (P02791 2-175 limits assumed): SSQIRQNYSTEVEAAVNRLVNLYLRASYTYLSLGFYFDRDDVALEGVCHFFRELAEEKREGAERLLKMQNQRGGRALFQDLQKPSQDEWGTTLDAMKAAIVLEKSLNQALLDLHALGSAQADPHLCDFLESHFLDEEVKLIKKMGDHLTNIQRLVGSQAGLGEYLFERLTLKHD
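Horse-spleen apoferritin (10 uM) in 50% saturated 1-aminoanthracene in PBS was incubated 10 min at room temperature with compound. Fluorescence (ex 380, em 535 nm) was normalized to free and bound 1-AMA, with concentration-response fitted by a four-parameter Hill equation.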
Pol beta inh – qHTS Assay for Inhibitors of DNA Polymerase Beta; P06746; Pol beta primer extension/strand displacement, fluorescence kinetic; Potency, µM (highest dose often 114 µM), inactives show at the highest dose activity change, negative = inhibition, usual class: inhibitors; 1.3% of 340,000 active; AID 485314, 2010; also: % is scaled to controls: 0 for no effect and ±100 for the full control effect
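Pol beta (10 nM) and compounds were preincubated 15 min at room temperature, then 50 nM substrate (final) started primer extension/strand displacement. Reads were taken at 0 and 10 min; concentration-response data were fitted to a four-parameter Hill equation.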
POLK inh – qHTS for Inhibitors of Polymerase Kappa; Potency, µM (top dose mostly 107 µM), for the others: at the highest dose activity, negative = inhibition, usual class: inhibitors; 0.53% of 400,000 active; purified Pol kappa, fluorescent DNA synthesis assay, 10 min; AID 588579, 2011; also: % is scaled to controls: 0 for no effect and ±100 for the full control effect
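Enzyme at 10 nM met test compounds for 15 min at room temperature. Substrate addition (50 nM final) began the reaction, which was monitored by fluorescence at 0 and 10 min.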
APEX1 inh – qHTS Assay for Inhibitors of the Human Apurinic/apyrimidinic Endonuclease 1 (APE1); DNA repair nuclease/redox regulator APEX1 (Homo sapiens), P27695; 0.35% of 350,000 active; recombinant APE1, TAMRA/BHQ-2 abasic DNA cleavage fluorescence; Potency, µM (titrated, usually from 65.8 µM), for the others: at the top dose activity change, negative = inhibition, hits mostly inhibitors;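 also: plate controls were vehicle for no effect and reference inhibitor for full effect; nearly all actives have a fitted effect of over 55% in size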
Target sequence (P27695 whole entry, looked up): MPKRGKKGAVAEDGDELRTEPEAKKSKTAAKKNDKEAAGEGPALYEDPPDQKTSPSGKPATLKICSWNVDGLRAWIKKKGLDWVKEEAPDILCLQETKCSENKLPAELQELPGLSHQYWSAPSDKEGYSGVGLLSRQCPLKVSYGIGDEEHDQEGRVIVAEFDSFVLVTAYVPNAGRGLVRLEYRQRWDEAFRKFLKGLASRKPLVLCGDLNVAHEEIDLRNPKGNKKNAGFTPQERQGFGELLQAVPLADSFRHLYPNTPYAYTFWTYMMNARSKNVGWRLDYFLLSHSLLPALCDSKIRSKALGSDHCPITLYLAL
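Activity was derived from the fluorescence gain between first and third kinetic reads (60 s intervals, ex 525/em 598 nm) after 50 nM THF-abasic TAMRA/BHQ-2 duplex was added to 0.75 nM APE1 preincubated 15 min with compound.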
G9a inh – qHTS Assay for Inhibitors of Histone Lysine Methyltransferase G9a; G9a H3K9 monomethylation, AlphaScreen, 2 h; Histone-lysine N-methyltransferase EHMT2 (Homo sapiens), Q96KQ7; 8.8% of 350,000 active; Potency, µM (highest dose often 102 µM), without a hit: at the top dose activity, negative = inhibition, most hits filed as inhibitors; AID 504332, 2011; also: % is scaled to controls: 0 for no effect and ±100 for the full control effect; nearly all actives have a fitted effect of over 75% in size
Target sequence (Q96KQ7 913-1193 limits assumed): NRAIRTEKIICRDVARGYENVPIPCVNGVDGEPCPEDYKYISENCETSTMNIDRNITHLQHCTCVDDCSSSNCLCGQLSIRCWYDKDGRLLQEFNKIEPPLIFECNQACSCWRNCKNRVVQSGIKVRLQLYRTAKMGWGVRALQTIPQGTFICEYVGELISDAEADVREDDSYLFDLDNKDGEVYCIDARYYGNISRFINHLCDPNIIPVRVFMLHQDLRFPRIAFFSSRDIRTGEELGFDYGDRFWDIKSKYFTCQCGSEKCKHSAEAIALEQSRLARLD
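Compounds were preincubated with 20 nM G9a for 15 min, after which biotinylated H3K9 peptide (500 nM) and SAM (20 uM) started a 2 h room-temperature reaction. Monomethylated product was quantified by antibody-based AlphaScreen chemiluminescence.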
BLM inh – qHTS Assay for Inhibitors of Bloom's syndrome helicase (BLM); RecQ-like DNA helicase BLM (Homo sapiens), P54132; recombinant BLM DNA unwinding, fluorescence dequenching; Potency, µM (doses to about 56.1 µM), for inactives: top-dose activity change, negative = inhibition, most hits filed as inhibitors; 0.2% of 350,000 active;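 also: plate controls were vehicle for no effect and no enzyme for full effect; nearly all actives have a fitted effect of over 35% in size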
Pol iota inh – qHTS for Inhibitors of Polymerase Iota; Potency, µM (doses to about 115 µM), for the others: at the top dose activity, negative = inhibition, actives largely listed as inhibitors; 1% of 390,000 active; AID 588590, 2011; Pol iota fluorescent replication assay, 10 min
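Pol iota at 10 nM preincubated 15 min with compounds at room temperature; reaction started with fluorescent substrate, 50 nM final. Fluorescence read kinetically at 0 and 10 min; buffer-only wells as negative control.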
* = called active by the depositor; u = inconclusive; x = no result given; & = joins results of further samples; [ ] = remark or other dose. Calls follow the shape of the dose curve; as a rule, active = well fitted curve in the direction sought with a large enough effect; inconclusive = small, poorly fitted or top-dose-only effect, or another doubt; inactive = no such curve, though single readings can be large; an effect the other way counts as inactive or inconclusive. Potency is read from the fitted curve at half-maximal effect.

Below each compound: BLM inh | Pol iota inh | Anesthetic bind | POLK inh | Pol beta inh | Pol eta inh | APEX1 inh | BAZ2B inh | G9a inh
1: Cc1ccc(Cl)cc1Nc1nn2c(=O)c3ccc(C(=O)NC4CCC(C)CC4)cc3nc2s1 (configuration not stated)
 : -1% | -6% | -7% | -14% | -18% | -8% | x | -3% | -8%[59 µM]
2: CCc1ccc(NC(=O)CCn2cccc2)cc1
 : -6% | 17% | -22% | -29% | 6% | 10% | 18% | u | 50µM*
3: CC(OC(=O)c1cccc(-n2cnnn2)c1)C(=O)Nc1ccccc1F (configuration not stated)
 : x | 12% | x | -14% | x | -7% | -12% | 4% | 50µM*
4: CCOC(=O)c1c(-c2ccc(OC)c(OC)c2)csc1NC(=O)c1ccccc1F
 : -5% | 4% | -5% | -1% | -6% | -9% | x | 8%[57.1 µM] | 8%[59 µM]
5: COc1ccc(/C=C2\SC(=O)N(CC(=O)N(C)C3CCS(=O)(=O)C3)C2=O)cc1 (configuration not stated)
 : -1% | -15% | -9% | -1% | 11% | -10% | -1% | -2% | 7%
6: COc1cc2nc(NC(=O)c3ccc(S(=O)(=O)N4CCc5ccccc54)cc3)sc2cc1OC
 : -25% | -8% | 0% | -9%[60.1 µM] | u | -11% | x | -15% | 6%[59 µM]
7: O=C(CCCc1nc2ccccc2s1)Nc1ccccc1
 : -3% | -22% | -13% | 3% | -1% | -13% | 8% | -14% | 20%[59 µM]
8: Cc1ccc(S(=O)CCNC(=O)Cc2ccc(Cl)cc2)cc1 (configuration not stated)
 : -1% | 44%[activator] | -3% | -1% | 22% | -3% | 0% | -16% | -5%
9: CCN(CC)C(=O)CSc1nnc(-c2ccc(O)cc2)n1CC1CCCO1 (configuration not stated)
 : 1% | -2% | -4% | 4% | -21% | -15% | 1% | -18% | -5%[59 µM]
10: CCOc1ccc(C(=O)Nc2ccc(NC(=O)c3ccccc3)cc2)cc1Br
 : 2%&-4% | 19%&22% | 0%&-5% | 3%&-4% | 2%&0% | 11%&2% | -4% | 8%&6% | 39%
11: CCOc1ccc(N(CC(=O)NCCc2ccc(OC)cc2)S(C)(=O)=O)cc1
 : -2% | 25% | -4% | -2% | -22% | -18% | 1% | -4% | 6%
12: COc1ccccc1C(=O)NNC(=O)c1cccc(F)c1
 : -3% | 61%[activator] | 1% | -9% | -1% | -9% | 6% | 3% | 14%
13: N#Cc1sc2nc3c(cc2c1N)CCCC3
 : 4% | 21% | 14% | -15% | 30% | -21% | 12% | 3% | -3%
14: CN1/C(=C\C(=O)C[n+]2ccc(C(=O)c3ccccc3)cc2)C(C)(C)c2ccccc21
 : -9% | 17% | u | 2% | 31%[activator] | -13% | 24% | -15% | -47%
15: CCC(C)C(=O)Nc1nnc(-c2cccs2)s1 (configuration not stated)
 : -8% | 1% | -17% | 0% | -1% | 9% | 3% | 7% | 14µM*
16: CCCn1c(NC(=O)c2ccc([N+](=O)[O-])o2)nc2ccccc21
 : x | u | x | -12% | x | u | 10% | -9% | 2%[0.501 µM]
17: Cc1sc2nc(SCC(=O)N3CCCC3)[nH]c(=O)c2c1C
 : 4% | -3% | 4% | 1% | -2% | -3% | -5% | 9% | -9%[59 µM]
18: CCOc1ccc(CNC(=O)c2ccc3nc(CC)c(CC)nc3c2)cc1OC
 : -2% | 29% | 7% | 0%[60.1 µM] | 19% | -6% | x | -2% | -3%[59 µM]
19: Cc1cc(C)n(CC(O)CN(c2ccccc2)S(=O)(=O)c2ccccc2)n1 (configuration not stated)
 : 0% | 1% | -12% | -19% | 31% | -9% | 2% | 4% | 36%[0.501 µM]
20: N#CCCn1ccc(NC(=O)c2ccc(Cl)cc2)n1
 : 2% | 2% | 2% | 2% | 0% | -6% | -11% | -2% | -8%[59 µM]

The closing four records of the section before are carried over, then new ones follow.
Below each compound: BLM inh | Pol iota inh | Anesthetic bind | POLK inh | Pol beta inh | Pol eta inh | APEX1 inh | BAZ2B inh | G9a inh
17: Cc1sc2nc(SCC(=O)N3CCCC3)[nH]c(=O)c2c1C
 : 4% | -3% | 4% | 1% | -2% | -3% | -5% | 9% | -9%[59 µM]
18: CCOc1ccc(CNC(=O)c2ccc3nc(CC)c(CC)nc3c2)cc1OC
 : -2% | 29% | 7% | 0%[60.1 µM] | 19% | -6% | x | -2% | -3%[59 µM]
19: Cc1cc(C)n(CC(O)CN(c2ccccc2)S(=O)(=O)c2ccccc2)n1 (configuration not stated)
 : 0% | 1% | -12% | -19% | 31% | -9% | 2% | 4% | 36%[0.501 µM]
20: N#CCCn1ccc(NC(=O)c2ccc(Cl)cc2)n1
 : 2% | 2% | 2% | 2% | 0% | -6% | -11% | -2% | -8%[59 µM]
21: CN(C)c1ccc(/C=N/NC(=O)c2ccc3c(c2)OCCO3)cc1
 : 0% | 28% | -1% | -12% | 98% | -10% | 9% | -31% | -3%
22: CC(=O)c1ccc(NC(=O)c2sc3nc(C)c(C)c(C)c3c2N)cc1
 : -5% | 94%[activator] | -3% | -1% | 33% | -16% | 11% | -1% | x
23: Cc1nc(CNS(=O)(=O)c2ccc(Br)cc2)cs1
 : -6% | 24% | 7% | -3% | 0% | -21% | 12% | 1% | 23%
24: CCc1nn2cc(C(=O)c3ccccc3O)cnc2c1-c1ccc(F)cc1
 : -8% | 5% | -20% | -11% | 0% | -11% | -1% | u | u
25: CCCn1c(SCC(=O)NC(C)(C)C)nnc1C(C)C
 : 1% | -5% | 6% | 18% | 1% | -9% | 11% | -1% | -5%[59 µM]
26: CCC(OC(=O)C1=Cc2ccccc2OC1)C(=O)NCc1ccco1 (configuration not stated)
 : -5% | 17% | -5% | -17% | -16% | 1% | -3% | -25% | u
27: O=C(CSc1nnc(-c2ccccc2F)o1)N1CCNC1=O
 : x | -7% | x | -12% | x | -2% | 10% | 7% | 24%[12.7 µM]
28: CCO/N=C(/C)c1c(O)c(C)c(-c2ccccc2)n(-c2ccccc2)c1=O
 : 2% | -13% | -1% | -6% | 25% | 7% | 2% | 0% | 15%[59 µM]
29: Cc1nn(-c2ccccc2)c(Cl)c1C1C(C#N)=C(N)OC2=C1C(=O)CC(C)(C)C2 (configuration not stated)
 : 0% | 5% | -9% | -11% | -1% | -18% | 3% | 3% | 16%[59 µM]
30: COc1ccc(N/C=C/c2nc(SC)nnc2C)cc1
 : 3% | 27% | u | -3% | u | -25% | -8% | -36% | u
31: c1ccc(CNc2nc3c(-c4ccccc4)nnn3c3ccccc23)cc1
 : -6% | 28% | -5% | -2% | 2% | -7% | x | 5% | u
32: Cn1c(=O)n(C)c2cc(NC(=O)Cc3ccccc3[N+](=O)[O-])ccc21
 : -3% | -15% | 3% | -8% | 23% | -4% | 18% | -2% | 2%
33: COc1cc(C2C(C#N)=C(N)Oc3c2oc(CO)cc3=O)ccc1OC(C)C (configuration not stated)
 : -2% | 22% | -12% | -2% | 28% | -24% | -11% | -5% | u
34: O=C(OCCN1C(=O)c2cccc3c(N4CCOCC4)ccc(c23)C1=O)c1ccccc1Cl
 : -5% | 0% | 127%[activator] | -22% | 2% | -4% | -5% | 76%[activator] | 205%[activator][59 µM]
35: O=C(N/C(=C\c1ccc([N+](=O)[O-])cc1)C(=O)N1CCOCC1)c1ccco1
 : 2% | 33%[activator] | -8% | 3% | 23% | -8% | 18% | 0% | 12%
36: CC(=O)NC(CC(=O)Nc1ccc(S(=O)(=O)N2CCOCC2)cc1)c1ccccc1 (configuration not stated)
 : x | 53%[activator] | x | -9% | x | -24% | 22% | x | x
37: O=C(Nc1nnc(-c2ccc(F)cc2)o1)C1CCCN1S(=O)(=O)c1cccs1 (configuration not stated)
 : x | 24% | x | 5% | x | -10% | 19% | 79µM* | u
38: Cc1ccc(-c2noc(CNc3ccccc3)n2)cc1
 : -7% | -11% | -4% | -5% | 8% | -19% | 0% | 48%[activator] | 20%[59 µM]
39: O=C(COC(=O)/C=C/c1ccco1)NCc1ccc(Cl)cc1Cl
 : x | -17% | x | -21% | x | -10% | -23% | x | x
40: O=C(NCCc1ccccc1)C(c1ccc(F)cc1)N(C(=O)c1csnn1)C1CC1 (configuration not stated)
 : -4% | 1% | -20% | -12% | 0% | -13% | 19% | 3% | -2%
41: O=C(CSc1nccn1-c1ccc(F)cc1)Nc1nc2ccccc2s1
 : 1% | u | -13% | -1%[60.1 µM] | -17% | -27% | x | -7% | -5%[59 µM]
42: Cc1ccc(NC(=O)NCc2ccc3c(c2)OCO3)cc1
 : 1% | 1% | -5% | -11% | -3% | 2% | -1% | 10% | 19%[59 µM]
43: CC(C)(C)NC(=O)C(c1ccc(O)cc1)N(C(=O)CCC(=O)Nc1nccs1)c1cccc(F)c1 (configuration not stated)
 : -4% | 26% | -15% | 2% | 2% | -5% | 0% | -5% | x
44: CC(Oc1ccccc1)C(=O)OCC(=O)NC(=O)NC1CCCCC1 (configuration not stated)
 : x | -12% | x | -8% | x | -7% | 12% | 5% | 7%[12.7 µM]
45: COCn1c(-c2ccc(OC)c(OC)c2)nc2ccccc21
 : 2% | -3% | -24% | -2% | -13% | -11% | 2% | 23% | 23%
46: O=C1C(Cl)=C(N2CCCC2)C(=O)N1c1ccc(F)cc1
 : -2% | 134%[activator] | -15% | -1% | 8% | -16% | 17% | 14% | 14%
47: N/C(CN1CCCC1=O)=N\OC(=O)c1ccccc1Cl
 : -1% | 13% | -3% | -12% | 7% | -3% | -2% | -3% | -5%
48: CNCc1nc2ccccc2[nH]1
 : 4% | u | -1% | 21% | 7% | -6% | 6% | u | x
49: O=C1c2ccccc2NC(c2cccc(O)c2)N1NS(=O)(=O)c1ccccc1 (configuration not stated)
 : -3% | -18% | 24% | -5% | -4% | -1% | 1% | 7% | -25%

Bioassay records (PubChem)

An excerpt; count on the stated rates, not on these rows.
